NPR2 activator: GC-B (human) receptor activation | P20594 | HEK293-GC-B cells, CNP EC30, cGMP TR-FRET; 0% at EC30 CNP, 100% saturating CNP | activation, % at 10 µM | actives 0.11% (n = 370,000) | AID 1920062;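 active = activation at 10 µM reaching about 35% in either raw or pattern-adjusted values, limit read from the data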
Target sequence (P20594 whole entry, looked up): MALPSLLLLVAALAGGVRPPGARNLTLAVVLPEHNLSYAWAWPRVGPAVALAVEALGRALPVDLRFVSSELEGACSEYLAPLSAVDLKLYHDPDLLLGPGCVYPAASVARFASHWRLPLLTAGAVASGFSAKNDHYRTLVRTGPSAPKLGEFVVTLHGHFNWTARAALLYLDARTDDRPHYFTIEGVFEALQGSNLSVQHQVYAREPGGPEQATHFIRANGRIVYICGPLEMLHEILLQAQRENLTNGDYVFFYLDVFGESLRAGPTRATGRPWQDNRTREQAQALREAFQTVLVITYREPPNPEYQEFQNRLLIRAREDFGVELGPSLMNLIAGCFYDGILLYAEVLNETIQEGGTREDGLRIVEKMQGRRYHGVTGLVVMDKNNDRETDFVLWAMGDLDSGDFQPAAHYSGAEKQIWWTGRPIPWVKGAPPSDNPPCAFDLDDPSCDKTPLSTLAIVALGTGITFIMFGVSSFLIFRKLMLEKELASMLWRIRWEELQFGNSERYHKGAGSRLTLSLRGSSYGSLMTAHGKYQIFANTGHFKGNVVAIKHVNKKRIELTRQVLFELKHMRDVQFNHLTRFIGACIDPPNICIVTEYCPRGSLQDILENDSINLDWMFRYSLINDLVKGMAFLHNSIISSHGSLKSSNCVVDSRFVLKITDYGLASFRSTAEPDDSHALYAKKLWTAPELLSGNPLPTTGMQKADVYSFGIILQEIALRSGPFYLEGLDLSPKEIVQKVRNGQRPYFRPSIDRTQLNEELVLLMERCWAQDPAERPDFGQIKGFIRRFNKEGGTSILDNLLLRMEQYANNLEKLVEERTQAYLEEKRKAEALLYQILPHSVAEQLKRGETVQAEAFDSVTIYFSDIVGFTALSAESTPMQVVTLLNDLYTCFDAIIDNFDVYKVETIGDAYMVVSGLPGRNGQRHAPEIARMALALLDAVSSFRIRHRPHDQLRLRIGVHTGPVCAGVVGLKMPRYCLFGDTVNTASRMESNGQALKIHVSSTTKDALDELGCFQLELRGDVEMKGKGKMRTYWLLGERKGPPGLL
GAA850 FXN act: frataxin GAA850 promoter activation. actives 0.56% (n = 360,000). HEK293 lucGAA850 FXN promoter luciferase reporter, 24 h; percent of 10 µM SAHA response. activation, % at 6 µM;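 active = activation above the average of all compounds screened plus 3 SD, cutoff fixed separately per campaign, cut at about 7.5% in these data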;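 note: 0% = DMSO wells and 100% = 10 µM SAHA wells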
ADAM10 inh: inhibits human ADAM10. O14672. recombinant ADAM10, EDANS/DABCYL FRET peptide cleavage, 3 h. inhibition, % at 7 µM. actives 0.62% (n = 370,000). AID 720582;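 active = inhibition above a per-campaign cutoff equal to the mean of compounds falling between control-based bounds plus 3 SD, cut at about 20% in these data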;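 note: 0% = DMSO wells while the 100% control is not disclosed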
ARFGAP1 inh: inhibits rat ARF GTPase activating protein 1; Q62848; Arfgap1-stimulated ARF1 GTP hydrolysis, GDP FP detection; inhibition, % at 16.5 µM; actives 0.26% (n = 360,000); AID 651572;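 active = inhibition above a per-plate limit, mean inhibition of low control wells plus 3 SD, cut at about 25% in these data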;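 note: 0% = DMSO wells with enzyme and 100% = wells lacking Arfgap1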
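Material – truncated rat Arfgap1 GAP domain · Buffer or medium – HEPES-based buffer, pH 7.5 · Reagent – human ARF1(Δ1-17)-GTP substrate · Dosing – 16.5 µM single point, 1.26% DMSO · Schedule – GTP hydrolysis reaction 2 h at 25 °C · Technique – GDP detection by fluorescence polarization · Benchmarks – No-Arfgap1 wells (100%) versus DMSO full-reaction wells (0%) · Repeats – single replicate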
KLK7 zymogen act: proKLK7 (human) activation, primary screen | purified proKLK7, EDANS-DABCYL substrate fluorescence; 100% is mature enzyme control, 0% vehicle | activation, % at 7 µM | actives 0.9% (n = 370,000) | AID 652039;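 active = activation above the mean of all tested compounds plus 3 SD, computed per campaign excluding outliers beyond control limits, cut at about 13% in these data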
ASAP1 inh: blocks human ASAP1-stimulated Arf1 GTP hydrolysis; Q9ULH1; GDP FP detection; inhibition, % at 16.5 µM; actives 0.19% (n = 360,000); AID 624377; in the data active = inhibition above about 25%;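 note: 0% = vehicle with enzyme and substrate and 100% = no enzyme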
rCAG binder: r(CAG) repeat RNA binding. TO-PRO-1 dye displacement fluorescence. inhibition, % at 3 µM. actives 1.3% (n = 370,000). AID 651821;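 active = inhibition above the plate cutoff, the mean of all test compounds on that plate plus 3 SD, cut at about 35% in these data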;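 note: 0% = DMSO alone and 100% = 100 µM mitoxantrone as full dye displacement; higher means more dye released from RNA so lower well fluorescence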
DDE Tn6 FP inh: inhibitors of Tn6 peptide binding to human fibrin DD(E). inhibition, % at 8.3 µM. Fibrin DD(E) TRITC-Tn6 fluorescence polarization displacement. P02675. actives 0.21% (n = 370,000);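 active = inhibition above a per-campaign cutoff: mean of compounds within control limits plus 3 SD, cut at about 15% in these data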;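 note: 0% = median of all compound wells on the plate and 100% = blocking peptide control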
NPR1 activator: GC-A (human) enzyme activation; P16066; HEK293 GC-A cells, cGMP TR-FRET, EC30 ANP; 0% at EC30 ANP, 100% saturating ANP; activation, % at 10 µM; actives 0.14% (n = 370,000); AID 1671463; in the data active = activation above about 40%
sPLA2-III inh: Inhibits HGIII-sPLA2 liposome hydrolysis, primary screen | QFRET BODIPY PC-A2 liposome hydrolysis, fluorescence | inhibition, % at 12.2 µM | actives 0.56% (n = 370,000);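 active = inhibition above mean plus 3 SD of compounds lying within the high and low control bounds, cut at about 19% in these data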;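 note: 0% = median of test compound wells and 100% = no enzyme DMSO wells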
Active calls of the source: *; i = inactive; x = not tested or not shown. Outcome played no part in choosing rows; 4.5% or so of the library scored in one or more.

Molecule | rCAG binder | ASAP1 inh | NPR1 activator | ARFGAP1 inh | ADAM10 inh | KLK7 zymogen act | NPR2 activator | DDE Tn6 FP inh | sPLA2-III inh | GAA850 FXN act
CC1CCCCN1CC(=O)NC(c1ccccc1)c1ccccc1 (stereo not drawn) | -8 | 0 | -8 | -13 | -2 | 0.1 | -4 | -3 | -5 | 1.1
CCOc1cc(CO)ccc1OCC(=O)N1CCCCC1 | 1 | -2 | 1 | 14 | -5 | -0.7 | -2 | -1 | 8 | 2.7
O=C(Cc1ccccc1)N1CCN(C(=O)c2ccc([N+](=O)[O-])cc2)CC1 | 7 | -5 | -2 | 1 | 3 | -0.6 | 1 | -1 | -3 | -2.0
COc1cccc(-c2cc(C(=O)NC3CCCCC3)no2)c1 | -1 | 1 | 3 | 4 | 3 | 0.0 | -1 | -2 | -2 | 5.2
N#Cc1ccc(Oc2ccc(S(=O)(=O)N3CCOCC3)cn2)cc1 | -2 | 8 | 3 | -10 | -2 | -0.3 | -1 | -7 | -5 | -1.2
O=C1NC2(CCCCCC2)Oc2ccccc21 | 0 | 1 | 10 | -7 | -7 | 0.1 | 10 | -1 | 13 | 0.7
Cc1nc(N2CCCCC2C)c2nnn(Cc3ccccc3)c2n1 (stereo not drawn) | -1 | x | 6 | x | -2 | 0.8 | 6 | -7 | -3 | x
C/C(=N\OCC(=O)N/N=C/c1ccccc1)c1cccs1 | 0 | -8 | 0 | 14 | 5 | -0.4 | -4 | 5 | 2 | 2.1
COC(=O)[C@H]1[C@H]2C[C@H]3c4[nH]c5ccccc5c4CCN3C[C@H]2CC[C@@H]1O | 0 | -6 | 4 | -7 | -22 | -0.4 | 5 | -6 | 0 | -1.1
O=C(COC(=O)CCC(=O)c1ccc(Cl)cc1)NC1CC1 | -4 | 7 | 1 | 7 | -1 | -0.1 | 2 | 12 | 9 | 1.2
CCN1CCN(CC(=O)c2cc(Cl)ccc2Cl)CC1 | 2 | 19 | 1 | 6 | -7 | 0.3 | 0 | 3 | -8 | 1.7
CCN(CC(=O)NCc1ccc(F)cc1)C(=O)CN1CCN(c2ccc(OC)cc2)CC1 | -7 | 0 | -2 | 7 | 3 | 0.3 | 0 | 7 | 6 | -0.9
CC(C)C[C@@H](CNCC(=O)[C@H](CC(C)C)NC(=O)c1[nH]cnc1C(=O)N[C@@H](C)CN)NC(=O)c1nc[nH]c1C(=O)N[C@@H](CC(=O)O)C(=O)O | 4 | -1 | 4 | 9 | -8 | 0.7 | -1 | 3 | 3 | 0.2
CCCCOc1ccc(C(=O)Nc2ccc(SC(F)F)cc2)cc1OC | -3 | 0 | 2 | -10 | -1 | -0.4 | 5 | 1 | -3 | 4.5
CS(=O)(=O)Nc1ccc(C(=O)NCCSCc2ccco2)cc1 | 3 | -10 | -1 | -9 | 14 | -0.8 | 1 | -4 | -3 | 3.1
Cc1ccccc1CN1C2=NCCN2c2ccccc21 | 4 | 10 | -4 | -12 | 7 | -0.1 | -8 | 0 | 2 | 0.3
COc1cc2c(c(OC)c1OC)-c1ccc(OC)c(=O)cc1[C@@H](N(C)CC#CCO)CC2 | -1 | 3 | 1 | 13 | -4 | 0.6 | 7 | -4 | 2 | 0.7
Cc1ccc(N2C(=O)N(CC(=O)Nc3cc(Cl)ccc3C)C(=O)C2C)cc1 (stereo not drawn) | -6 | 13 | 3 | 7 | -14 | 0.2 | 0 | -6 | -5 | 0.4
C=CCS(=O)(=O)c1cccc2cccnc12 | 4 | 12 | 0 | 7 | -17 | -0.3 | 0 | 2 | 3 | 6.8
CC(=O)Nc1ccc(C(=O)NNC(=O)c2ccccc2-n2cccc2)cc1 | -1 | -1 | -1 | -1 | -17 | -0.6 | 4 | -3 | 9 | 0.6
O=C(NC(N1CCOCC1)C(Cl)(Cl)Cl)c1ccc(F)cc1 (stereo not drawn) | -1 | -10 | -2 | 1 | 0 | -0.5 | -4 | -12 | -1 | -0.4
N#Cc1ccccc1NC(=O)COC(=O)c1cccs1 | 2 | 12 | 1 | -3 | 2 | -0.4 | 10 | 0 | -1 | 1.5
CCCCN1CC(COCc2ccccc2)Oc2cccc(Oc3ccccc3)c2S1(=O)=O (stereo not drawn) | 5 | -8 | -1 | 14 | 1 | -0.1 | 6 | -4 | -4 | 0.9
CNC(=O)c1csc(-c2ccncc2)n1 | -2 | -8 | 5 | -1 | -2 | -0.5 | 3 | -1 | 0 | 0.4
CSc1ccc(C(=O)C2CCCN(C(=O)c3cccnc3SC)C2)cc1 (stereo not drawn) | -4 | 0 | -1 | 17 | -8 | 0.4 | 2 | 7 | -6 | 2.0

Reformatted as labelled records: 2 of the compounds above
N#Cc1ccc(Oc2ccc(S(=O)(=O)N3CCOCC3)cn2)cc1
- rCAG binder: -2
- ASAP1 inh: 8
- NPR1 activator: 3
- ARFGAP1 inh: -10
- ADAM10 inh: -2
- KLK7 zymogen act: -0.3
- NPR2 activator: -1
- DDE Tn6 FP inh: -7
- sPLA2-III inh: -5
- GAA850 FXN act: -1.2

O=C1NC2(CCCCCC2)Oc2ccccc21
- rCAG binder: 0
- ASAP1 inh: 1
- NPR1 activator: 10
- ARFGAP1 inh: -7
- ADAM10 inh: -7
- KLK7 zymogen act: 0.1
- NPR2 activator: 10
- DDE Tn6 FP inh: -1
- sPLA2-III inh: 13
- GAA850 FXN act: 0.7

The list goes on.
Molecule | rCAG binder | ASAP1 inh | NPR1 activator | ARFGAP1 inh | ADAM10 inh | KLK7 zymogen act | NPR2 activator | DDE Tn6 FP inh | sPLA2-III inh | GAA850 FXN act
NC(=O)CSc1nnc(-c2cccc(S(=O)(=O)N3CCOCC3)c2)o1 | 1 | -5 | 2 | -4 | -5 | -0.7 | 1 | 1 | 10 | -0.6
Cc1ccc(S(=O)(=O)N2CCC(=O)N(CCOCc3ccc(Cl)cc3)CC2)cc1 | -4 | -5 | 0 | -4 | -1 | 0.2 | -4 | 4 | -24 | 2.1
CS(=O)(=O)N(CC(=O)N/N=C/c1ccco1)c1ccccc1Br | 1 | -16 | -1 | -6 | -2 | -0.1 | 0 | 4 | -11 | -1.5
Cc1ccccc1NC(=O)N1CCCN(c2ccc(C#N)cn2)CC1 | -2 | -4 | 3 | 0 | -12 | 0.8 | -1 | -3 | 4 | 1.2
O=C(CCCc1ccccc1)Nc1ccc(S(=O)(=O)N2CCOCC2)cc1 | 0 | 15 | 1 | -7 | 1 | -0.6 | 1 | -4 | -1 | 0.8
Cc1ccc(C)c(C(=O)n2cnnc2N)c1 | -2 | 4 | 2 | 7 | -2 | -0.5 | 3 | 0 | 3 | 1.1
COc1ccc(C(=O)c2ccccc2Cl)cc1 | -6 | -12 | 4 | -1 | -2 | 0.5 | 1 | 1 | 1 | 1.3
O=C(/C=C/c1ccc(F)cc1)N1CCc2ccccc2C1 | 7 | 3 | -3 | 3 | -19 | 0.4 | 0 | -4 | 11 | 3.4
COc1ccc(-c2nc(C#N)c(NC(C)c3ccccc3)o2)cc1OC (stereo not drawn) | 3 | -5 | 19 | 8 | i | -41 | 6 | -2 | 0 | 4.5
Cc1c(NC(=O)c2ccc(NS(=O)(=O)c3ccccc3)cc2)c(=O)n(-c2ccccc2)n1C | 2 | -11 | 2 | 4 | -1 | 0.0 | -3 | 6 | 0 | 0.0
CC(C)(CC(=O)O)CC(=O)NCc1c(Cl)cccc1Oc1ccccc1 | 1 | 2 | 5 | 1 | -1 | 0.3 | 0 | 7 | -3 | 1.4
O=C(CCn1cnc2ccccc21)N/N=C/C=C/c1ccccc1 | -6 | 1 | -1 | -3 | -7 | -0.3 | 1 | -3 | -2 | 0.7
N#CCSc1nc(-c2ccccc2)c2cc(Cl)ccc2n1 | -2 | -3 | 5 | 4 | -6 | -0.6 | 5 | -3 | 13 | 1.5
COC(=O)c1ccc2nc(-c3cccc(Cl)c3)c(Cc3cccc(F)c3)n2c1 | 11 | 2 | 11 | -2 | -5 | -0.3 | 23 | -1 | -8 | x
CCOC(=O)CCSc1nc(C)c2cc(C)c(C)cc2n1 | 3 | -14 | -3 | -2 | -12 | -0.3 | -6 | 3 | -6 | 2.0
CCCCCOCC1CC(C/C(C)=N/NC(N)=S)C(=O)O1 (stereo not drawn) | -3 | -2 | -1 | -6 | 0 | -0.5 | 6 | 15* | 14 | -6.3
C=CCn1c2ccccc2c2nnc(SCC(=O)OC)nc21 | 3 | -2 | 3 | 4 | 6 | -0.7 | -2 | 3 | -7 | -0.3
COc1ccc(N2CCN(c3ccc(C(=O)O)cc3[N+](=O)[O-])CC2)cc1 | 4 | 12 | 1 | -3 | -9 | 0.8 | -2 | -2 | -2 | 0.6
COc1ccccc1NS(=O)(=O)c1cccc(NC(=O)NC2CCCCC2)c1 | 6 | 9 | -5 | 4 | 1 | 0.2 | 6 | -10 | -5 | 1.5
NNC(=O)c1ccc(N2CCCCCC2)c([N+](=O)[O-])c1 | 12 | 5 | -5 | 6 | 10 | -0.2 | -2 | 3 | 6 | -1.7
O=C1CC(N2CCN(C3CCc4ccccc4C3)CC2)C(=O)N1c1ccccc1 (stereo not drawn) | 2 | -2 | 5 | -12 | 5 | 0.2 | -8 | -6 | -2 | 1.7
CCN(CC)c1ccc(N2C(=O)C3CCCCC3C2=O)cc1[N+](=O)[O-] (stereo not drawn) | 0 | -15 | 1 | 7 | -13 | 0.7 | 5 | -14 | -1 | 0.1
COc1ccc([C@H]2CC(=O)C=C(c3ccc(Cl)c(C(F)(F)F)c3)C2)cc1 | -2 | -16 | 0 | 0 | 5 | 0.2 | 3 | -8 | 3 | -0.1
COc1ccccc1-c1cc(C(F)(F)F)n2ncc(S(=O)(=O)c3ccccc3)c2n1 | 0 | 7 | 8 | 0 | -55 | 0.7 | 7 | -1 | -5 | 4.9

An excerpt from above in order of length of the SMILES, largest number first.
Molecule | rCAG binder | ASAP1 inh | NPR1 activator | ARFGAP1 inh | ADAM10 inh | KLK7 zymogen act | NPR2 activator | DDE Tn6 FP inh | sPLA2-III inh | GAA850 FXN act
Cc1c(NC(=O)c2ccc(NS(=O)(=O)c3ccccc3)cc2)c(=O)n(-c2ccccc2)n1C | 2 | -11 | 2 | 4 | -1 | 0.0 | -3 | 6 | 0 | 0.0
Cc1ccccc1NC(=O)N1CCCN(c2ccc(C#N)cn2)CC1 | -2 | -4 | 3 | 0 | -12 | 0.8 | -1 | -3 | 4 | 1.2
O=C(/C=C/c1ccc(F)cc1)N1CCc2ccccc2C1 | 7 | 3 | -3 | 3 | -19 | 0.4 | 0 | -4 | 11 | 3.4
